Screening data deposited in PubChem by several laboratories.
bIAP act: intestinal alkaline phosphatase (bovine) activation; activation factor at 20 µM; purified bovine IAP, CDP-star luminescence, 30 min; stronger effect = higher value; fold of DMSO-control signal, blank-subtracted; 200,000 tested, 0.17% active; AID 1016;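 active = activation factor of 2 or more at 20 µM, a signal rise over negative controls twice the positive control's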
Lmaj promast: reduces viability of Leishmania major promastigotes | inhibition, % at 10 µM | AID 1063 | resazurin fluorescence viability | 200,000 tested, 9% active; in the data active = inhibition above about 50%;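 note: promastigotes grown with compound for 44 hours at 28 °C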
FLuc act counter: affects firefly luciferase, flagging false hits in luciferase stimulation screens; ATPlite luciferase biochemical, luminescence, 10 min; 0 = ATP-free wells, 1 = DMSO control; activation factor at 10 µM; 200,000 tested, under 10 active; AID 1027;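 active = luciferase activation factor, scaled between plate controls, of at least 2 with compound at 10 µM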
Target sequence (P08659 whole entry, looked up): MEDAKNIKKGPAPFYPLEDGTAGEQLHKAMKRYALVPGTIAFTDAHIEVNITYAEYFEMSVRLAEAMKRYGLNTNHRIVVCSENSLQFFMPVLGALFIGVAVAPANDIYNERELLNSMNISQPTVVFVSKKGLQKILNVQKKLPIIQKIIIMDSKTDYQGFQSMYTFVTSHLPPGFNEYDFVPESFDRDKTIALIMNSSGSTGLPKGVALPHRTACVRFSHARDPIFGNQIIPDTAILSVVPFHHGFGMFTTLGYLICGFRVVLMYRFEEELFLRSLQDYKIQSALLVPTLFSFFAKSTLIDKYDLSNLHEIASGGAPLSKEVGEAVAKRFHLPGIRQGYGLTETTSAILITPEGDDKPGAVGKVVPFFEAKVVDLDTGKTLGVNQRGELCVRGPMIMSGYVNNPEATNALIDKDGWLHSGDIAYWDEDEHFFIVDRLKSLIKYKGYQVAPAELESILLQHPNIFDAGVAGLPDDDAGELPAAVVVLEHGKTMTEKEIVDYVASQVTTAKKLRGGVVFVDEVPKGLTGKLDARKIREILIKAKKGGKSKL
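Material: Luciferase/luciferin reagent mix; Doses: test compounds dosed from 2 mM stocks in 100% DMSO; Schedule: 10 min incubation after luciferase reagent addition, room temperature; Measured by: luminescence from luciferase reaction; Read-out: luminescence gain marking luciferase activators.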
bIAP inhibitor: blocks bovine intestinal alkaline phosphatase activity. AID 1019. purified bovine IAP, CDP-star luminescence, 30 min. 190,000 tested, under 10 active. inhibition, % at 20 µM;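 active = over 50% inhibition of intestinal alkaline phosphatase at 20 µM in the single-dose screen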
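test system = bovine IAP enzyme | medium = DEA buffer 100 mM, pH 9.8, with MgCl2 1.0 mM, ZnCl2 0.02 mM | detection = luminescence | dosing = single compound dose of 20 µM, 2% DMSO final | incubation = 30 min reaction at room temperature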
TNAP act hiacc: activators of human TNAP at high phosphate acceptor concentration; AID 1136; purified TNAP, CDP-star luminescence, 1 M DEA, 30 min; stronger effect = higher value; 0 = EDTA background, 1 = DMSO-only activity; 200,000 tested, under 10 active; P05186; activation factor at 20 µM;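 active = activation factor at least 2 at 20 µM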
Target sequence (P05186 whole entry, looked up): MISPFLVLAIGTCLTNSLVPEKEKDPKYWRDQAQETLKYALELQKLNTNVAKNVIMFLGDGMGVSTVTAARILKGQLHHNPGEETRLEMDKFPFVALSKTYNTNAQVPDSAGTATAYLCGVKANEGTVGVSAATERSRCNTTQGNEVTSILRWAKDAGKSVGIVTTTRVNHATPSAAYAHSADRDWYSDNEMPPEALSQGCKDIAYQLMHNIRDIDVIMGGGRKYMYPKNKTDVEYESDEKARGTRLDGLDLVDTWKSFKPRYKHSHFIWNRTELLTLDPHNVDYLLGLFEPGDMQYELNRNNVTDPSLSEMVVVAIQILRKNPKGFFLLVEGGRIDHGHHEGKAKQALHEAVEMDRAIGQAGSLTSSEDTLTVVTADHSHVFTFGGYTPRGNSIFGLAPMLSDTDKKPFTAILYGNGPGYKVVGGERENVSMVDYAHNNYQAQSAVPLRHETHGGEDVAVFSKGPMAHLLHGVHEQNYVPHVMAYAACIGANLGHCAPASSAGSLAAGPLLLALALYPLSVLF
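Test system – human TNAP · Doses – 20 µM single point · Incubation – 30 min, room temperature · Signal – luminescent substrate turnover signal · Read-out basis – activation factor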
TNAP inh hiacc: TNAP (human) inhibition, high acceptor | P05186 | purified TNAP, CDP-star luminescence, 1 M DEA | inhibition, % at 20 µM | 200,000 tested, 0.03% active | AID 1135;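 active = over 50% inhibition of tissue-nonspecific alkaline phosphatase at 20 µM in the single-dose screen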;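 note: plate controls were DMSO wells for no effect and EDTA-quenched wells as full inhibition for full effect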
APP 5UTR inh: APP translation inhibition; SH-SY5Y APP 5'UTR-luciferase reporter, luminescence; inhibition, % at 2 µM; 190,000 tested, 0.82% active;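 active = inhibition above a set limit, derived from the sample mean plus 3 SD, cut at about 45% in these data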; note: values of inactives mirror those of a sister screen read the other way
FLuc inh counter: Photinus pyralis luciferase inhibition counter-screen; P08659; ATPLite firefly luciferase biochemical luminescence, 10 min; inhibition, % at 10 µM; 200,000 tested, 1.5% active; AID 1006;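 active = inhibition above about 50% when tested at 10 µM, limit read from the data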
RAM inhibit: yeast RAM network inhibition. 190,000 tested, 1.8% active. S. cerevisiae dse1pr::URA3 reporter, 5-FOA growth OD615, 2 d; analog-sensitive cbk1-as2 kinase mutant strain. inhibition, % at 50 µM;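 active = inhibition above a set limit, 3 SD over mean compound inhibition, cut at about 8.4% in these data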;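 note: 0% = DMSO-only wells with no growth and 100% = 10 µM 1-NA-PP1 full growth; inhibition rescues growth on 5-FOA so higher OD means more RAM inhibition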
TNAP inh noacc: inhibitors of human TNAP without phosphate acceptor; AID 1012; purified TNAP, CDP-star luminescence, 30 min; P05186; inhibition, % at 20 µM; 200,000 tested, 0.26% active;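 active = tissue-nonspecific alkaline phosphatase inhibition above about 50% at 20 µM in the single-dose screen, limit read from the data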;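 note: 0% = DMSO negative control and 100% = EDTA positive control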
Starred values were filed as active, the others as inactive.

CCOC(=O)N1CCN(C(=O)CN(C)S(=O)(=O)c2ccc3c(c2)c(=O)n(C)c(=O)n3C)CC1 was read as bIAP act 1.1, Lmaj promast -3, FLuc act counter 1, bIAP inhibitor -8, TNAP act hiacc 1, TNAP inh hiacc 2, APP 5UTR inh -17, FLuc inh counter -1, RAM inhibit 2.5 and TNAP inh noacc -4.
`C=CCn1c(Cn2nnc3ccccc32)nnc1SCC(=O)N/N=C/c1cc(Br)cc(OC)c1O` gave bIAP act 0.6, Lmaj promast -1, FLuc act counter 1, bIAP inhibitor 37, TNAP act hiacc 1, TNAP inh hiacc 4, APP 5UTR inh -7, FLuc inh counter -1, RAM inhibit 0.2 and TNAP inh noacc -2.
`CC(C)Oc1ccc(C(CC(=O)O)NC(=O)C2CCCCC2)cc1` (stereo not given) gave bIAP act 0.9, Lmaj promast -7, FLuc act counter 1, bIAP inhibitor 6, TNAP act hiacc 1.1, TNAP inh hiacc -7, APP 5UTR inh -2, FLuc inh counter -3, RAM inhibit -0.4 and TNAP inh noacc -14.
CCn1nnnc1SCC(=O)c1ccc2c(c1)OCCO2 was read as bIAP act 0.9, Lmaj promast 0, FLuc act counter 0.9, bIAP inhibitor 8, TNAP act hiacc 1, TNAP inh hiacc -2, APP 5UTR inh -33, FLuc inh counter 13, RAM inhibit -0.4 and TNAP inh noacc -3.
Screening COc1ccc(NC(=O)CC2SC(=Nc3ccccc3)NC2=O)cc1 (stereo not given) returned bIAP act 0.9, Lmaj promast 4, FLuc act counter 1, bIAP inhibitor 6, TNAP act hiacc 1.1, TNAP inh hiacc -6, APP 5UTR inh -5, FLuc inh counter -4, RAM inhibit 3.2 and TNAP inh noacc 16.
For COc1ccc2c(c1)CCCC21NC(=O)N(CC(N)=O)C1=O (stereo not given) the results were bIAP act 0.9, Lmaj promast -7, FLuc act counter 1.1, bIAP inhibitor 10, TNAP act hiacc 1.1, TNAP inh hiacc -6, APP 5UTR inh -10, FLuc inh counter -7, RAM inhibit 2.6 and TNAP inh noacc -13.
For CCn1c(C)nc2cc(C(=O)N/N=C/c3ccc(OC)cc3)ccc21 the results were bIAP act 1.1, Lmaj promast -2, FLuc act counter 1, bIAP inhibitor -14, TNAP act hiacc 1, TNAP inh hiacc -5, APP 5UTR inh -38, FLuc inh counter -3, RAM inhibit -0.7 and TNAP inh noacc -6.
O=C(N/N=C/c1ccccn1)c1cc(-c2ccncc2)nc2ccccc12 was read as bIAP act 0.9, Lmaj promast 9, FLuc act counter 1, bIAP inhibitor 8, TNAP act hiacc 1, TNAP inh hiacc -4, APP 5UTR inh 27, FLuc inh counter -1, RAM inhibit 2.5 and TNAP inh noacc -14.
Screening CN(C)S(=O)(=O)c1cccc(NC(=O)c2ccncc2)c1 returned bIAP act 1, Lmaj promast 2, FLuc act counter 1, bIAP inhibitor -1, TNAP act hiacc 1, TNAP inh hiacc 3, APP 5UTR inh 1, FLuc inh counter -2, RAM inhibit 1.1 and TNAP inh noacc -19.
`Cc1cc(NC(=O)c2ccc(Cn3nc(C)c(Br)c3C)o2)no1` gave bIAP act 1, Lmaj promast 8, FLuc act counter 1.1, bIAP inhibitor 4, TNAP act hiacc 1, TNAP inh hiacc -2, APP 5UTR inh -1, FLuc inh counter -6, RAM inhibit 3.4 and TNAP inh noacc -9.
For CC(=O)N1CCC(N(C(=O)Nc2ccc(F)cc2)C2CCCC2)CC1 the results were bIAP act 1, Lmaj promast -6, FLuc act counter 1, bIAP inhibitor 4, TNAP act hiacc 1, TNAP inh hiacc -4, APP 5UTR inh 8, FLuc inh counter -5, RAM inhibit 2.2 and TNAP inh noacc -13.
Screening CC1(C)C(=O)Nc2ccccc2N1C(=O)CN1C(=O)C(=O)N(C2CCCC2)C1=O returned bIAP act 1.1, Lmaj promast -6, FLuc act counter 1, bIAP inhibitor -6, TNAP act hiacc 1, TNAP inh hiacc -3, APP 5UTR inh 16, FLuc inh counter -4, RAM inhibit 5.3 and TNAP inh noacc -3.
Screening O=C(/C=C/c1cccs1)Nc1ccncc1 returned bIAP act 0.7, Lmaj promast 3, FLuc act counter 0.7, bIAP inhibitor 26, TNAP act hiacc 1, TNAP inh hiacc -3, APP 5UTR inh -13, FLuc inh counter 28, RAM inhibit 2.9 and TNAP inh noacc -7.
`CSc1nsc(SCC(=O)Nc2cccc(C(C)=O)c2)n1` gave bIAP act 0.8, Lmaj promast 3, FLuc act counter 1, bIAP inhibitor 20, TNAP act hiacc 1, TNAP inh hiacc -1, APP 5UTR inh -6, FLuc inh counter -4, RAM inhibit 2.6 and TNAP inh noacc -20.
`NS(=O)(=O)c1ccc(CCNC(=O)CN2CCC(Cc3ccccc3)CC2)cc1` gave bIAP act 1, Lmaj promast -7, FLuc act counter 1, bIAP inhibitor -3, TNAP act hiacc 1, TNAP inh hiacc -2, APP 5UTR inh 12, FLuc inh counter -1, RAM inhibit 1.5 and TNAP inh noacc -12.
For CCOc1ccc(N/C=C/C(=O)c2ccc(C)cc2)c([N+](=O)[O-])c1 the results were bIAP act 0.9, Lmaj promast -6, FLuc act counter 0.6, bIAP inhibitor 7, TNAP act hiacc 0.9, TNAP inh hiacc 8, APP 5UTR inh -18, FLuc inh counter 37, RAM inhibit 1.7 and TNAP inh noacc 5.
For CC(C(=O)N1CCN(Cc2ccc3c(c2)OCO3)CC1)c1ccc([N+](=O)[O-])cc1 (stereo not given) the results were bIAP act 1.3, Lmaj promast 80*, FLuc act counter 1, bIAP inhibitor -32, TNAP act hiacc 1, TNAP inh hiacc 2, APP 5UTR inh -1, FLuc inh counter 4, RAM inhibit -1.1 and TNAP inh noacc 6.
Screening COc1cc(S(=O)(=O)N(Cc2ccc(C)cc2)Cc2ccco2)ccc1-n1cnnn1 returned bIAP act 1, Lmaj promast 33, FLuc act counter 1.1, bIAP inhibitor -1, TNAP act hiacc 1.1, TNAP inh hiacc -9, APP 5UTR inh -3, FLuc inh counter -6, RAM inhibit 9.0* and TNAP inh noacc -4.
`CCCc1cc(C(=O)N2CCN(S(=O)(=O)c3ccc(OC)c(OC)c3)CC2)cs1` gave bIAP act 1, Lmaj promast 14, FLuc act counter 1.1, bIAP inhibitor 0, TNAP act hiacc 1, TNAP inh hiacc -5, APP 5UTR inh 15, FLuc inh counter -9, RAM inhibit -0.8 and TNAP inh noacc -8.
For CCCOc1ccc(Br)cc1/C=N/NC(=O)c1cc(OC)c(OC)c(OC)c1 the results were bIAP act 1, Lmaj promast -5, FLuc act counter 1.1, bIAP inhibitor 0, TNAP act hiacc 1, TNAP inh hiacc -1, APP 5UTR inh 9, FLuc inh counter -11, RAM inhibit 5.7 and TNAP inh noacc -7.
`NS(=O)(=O)c1ccc(-c2ccc(/C=C3\C(=O)Nc4cc(Cl)ccc43)o2)cc1` gave bIAP act 0.8, Lmaj promast -1, FLuc act counter 1, bIAP inhibitor 20, TNAP act hiacc 0.9, TNAP inh hiacc 8, APP 5UTR inh -5, FLuc inh counter -2, RAM inhibit 5.6 and TNAP inh noacc 9.
COCCCN1C(=O)C(=O)/C(=C(/O)c2ccccc2)C1c1ccc2c(c1)OCO2 (stereo not given) was read as bIAP act 0.9, Lmaj promast -2, FLuc act counter 1, bIAP inhibitor 6, TNAP act hiacc 1.1, TNAP inh hiacc -6, APP 5UTR inh -7, FLuc inh counter -5, RAM inhibit 9.7* and TNAP inh noacc -21.
For CC(C)C(=O)Nc1cccc(C(=O)N2CCCCC2C)c1 (stereo not given) the results were bIAP act 1, Lmaj promast -1, FLuc act counter 1, bIAP inhibitor 0, TNAP act hiacc 1, TNAP inh hiacc -2, APP 5UTR inh -17, FLuc inh counter -4, RAM inhibit 0.0 and TNAP inh noacc -9.
Screening COCCn1c(C)cc(/C=C2/NC(=O)N(c3cccc(Cl)c3)C2=O)c1C returned bIAP act 1.1, Lmaj promast 8, FLuc act counter 1, bIAP inhibitor -10, TNAP act hiacc 1, TNAP inh hiacc 1, APP 5UTR inh -57, FLuc inh counter 2, RAM inhibit 6.2 and TNAP inh noacc -8.
Screening CCc1ccccc1NC(=O)Cn1nnc(-c2cccs2)n1 returned bIAP act 1, Lmaj promast -3, FLuc act counter 1, bIAP inhibitor 5, TNAP act hiacc 1, TNAP inh hiacc -4, APP 5UTR inh 0, FLuc inh counter -4, RAM inhibit 1.5 and TNAP inh noacc -11.
`O=C(CCn1cnnn1)Nc1ccc(F)cc1` gave bIAP act 1.3, Lmaj promast -7, FLuc act counter 1, bIAP inhibitor -33, TNAP act hiacc 1, TNAP inh hiacc -4, APP 5UTR inh -4, FLuc inh counter 3, RAM inhibit 0.0 and TNAP inh noacc -8.
`O=C(Nc1cc(C(=O)N2CCOCC2)cc(C(=O)N2CCOCC2)c1)c1cc(F)c(F)cc1Cl` gave bIAP act 1.1, Lmaj promast -7, FLuc act counter 1, bIAP inhibitor -9, TNAP act hiacc 1, TNAP inh hiacc -3, APP 5UTR inh 2, FLuc inh counter -4, RAM inhibit 1.3 and TNAP inh noacc -10.
Screening Cc1ccc2nc(NC(=O)c3ccc(Cl)s3)sc2c1 returned bIAP act 0.9, Lmaj promast 18, FLuc act counter 0.6, bIAP inhibitor 8, TNAP act hiacc 1.1, TNAP inh hiacc -5, APP 5UTR inh -64, FLuc inh counter 35, RAM inhibit 1.6 and TNAP inh noacc -19.
Screening CC12CC3CC(C)(C1)CC(C(=O)NC1=NCCS1)(C3)C2 returned bIAP act 1.1, Lmaj promast 6, FLuc act counter 1, bIAP inhibitor -8, TNAP act hiacc 1.1, TNAP inh hiacc -7, APP 5UTR inh -5, FLuc inh counter -3, RAM inhibit -0.3 and TNAP inh noacc -10.
For CCOc1ccc(-c2noc(COC)n2)cc1OC the results were bIAP act 0.9, Lmaj promast -1, FLuc act counter 1, bIAP inhibitor 8, TNAP act hiacc 1, TNAP inh hiacc -2, APP 5UTR inh -10, FLuc inh counter -2, RAM inhibit -0.7 and TNAP inh noacc -11.
O=S(=O)(c1ccc2c(c1)OCCO2)N1CCN(c2cccc(Cl)c2)CC1 was read as bIAP act 0.6, Lmaj promast 5, FLuc act counter 1.1, bIAP inhibitor 42, TNAP act hiacc 1, TNAP inh hiacc -4, APP 5UTR inh -6, FLuc inh counter -6, RAM inhibit 4.2 and TNAP inh noacc -7.
For O=C(CCCN1C(=O)/C(=C\c2cccs2)SC1=S)Nc1cccc(C(=O)O)c1 the results were bIAP act 1, Lmaj promast -3, FLuc act counter 1, bIAP inhibitor 0, TNAP act hiacc 1, TNAP inh hiacc 4, APP 5UTR inh -2, FLuc inh counter -1, RAM inhibit 2.8 and TNAP inh noacc 12.
For C(=N\N=C\c1cccs1)/c1cccs1 the results were bIAP act 1, Lmaj promast -1, FLuc act counter 0.2, bIAP inhibitor -1, TNAP act hiacc 1, TNAP inh hiacc 1, APP 5UTR inh -91, FLuc inh counter 83*, RAM inhibit 0.0 and TNAP inh noacc -7.

Hits appear at their usual frequency; about 13% have a hit in one of these screens.
